High-throughput results from PubChem BioAssay.
USP2a inh: blocks human ubiquitin-specific protease USP2a; AID 463254; 0.01% of 330,000 active; O75604; USP2 core, Ub-CHOP2 coupled fluorogenic reporter, 485/531; Potency, µM (titrated, usually from 38.3 µM), for inactives: at the highest dose activity change, negative = inhibition, most hits filed as inhibitors;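 also: potency is read from the fitted curve at half-maximal effect; plate controls were DMSO wells for no effect and full inhibition by NEM control for full effect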
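Cell-free coupled assay: 10nM USP2 core preincubated 30min RT with compound in Tris-HCl pH 8.0/CaCl2/CHAPS buffer, then 25nM Ub-CHOP2 and 25nM reporter substrate; fluorescence (Ex 485/Em 531) read after 60min RT, normalized to NEM inhibition, concentration-response curves fitted.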
S-ASM inh: human S-ASM enzyme inhibition; AID 504937; P17405; 0.006% of 340,000 active; placental ASM, HMU-PC fluorogenic substrate, 60 min; Potency, µM (doses to about 57.5 µM), without a hit: top-dose activity change, negative = inhibition, hits mostly inhibitors; also: potency is read from the fitted curve at half-maximal effect
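Fluorescence read-out (Ex 386 nm, Em 447 nm) after stopping the reaction at pH 10. Enzyme: ASM from human placenta; substrate HMU-PC0, 9 uM final; 60 min, 37 °C. Compound preincubation 10 min, ambient temperature.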
ELG1 genotox: inducers of genotoxicity in HEK293T ELG1-luciferase cells | AID 504466 | Potency, µM (top dose mostly 46 µM), without a hit: top-dose activity change, positive = activation, actives largely listed as activators | 1.3% of 330,000 active | HEK293T ELG1-luciferase reporter, luminescence, 16 h; also: potency is read from the fitted curve at half-maximal effect; % of control where 0% means no effect; nearly all actives have a fitted effect of over 60% in size
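Screening used a luciferase reporter fused to human ELG1 in HEK293T cells. Luminescence was read on a CCD plate imager after 16 hr exposure and 30 min ONE-Glo incubation.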
p53 reactivation: re-activators of mutant p53. H1299 p53-A138V BP100-luciferase reporter, luminescence, 24 h. AID 504706. 0.063% of 320,000 active. Potency, µM (highest dose often 92.2 µM), without a hit: top-dose activity change, positive = activation, hits mostly activators; also: potency is read from the fitted curve at half-maximal effect; % of control where 0% means no effect; nearly all actives have a fitted effect of over 45% in size
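p53-null H1299 cells stably carrying temperature-sensitive p53-A138V and a BP100-luciferase reporter were pinned with compounds (4-point, 1:5 series) and held 24 hrs at 37 deg C. Luminescence was read 10 min after detection reagent.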
uPA surface inh: blocks generation of uPA at the cell surface; 0.31% of 330,000 active; AID 540303; cell surface uPA generation assay, qHTS; Potency, µM (top dose mostly 38.3 µM), inactives show at the top dose activity change, negative = inhibition, most hits filed as inhibitors; active = well fitted inhibition curve with a large enough effect; inconclusive = small, poorly fitted or top-dose-only effect; inactive = no such curve, though single readings can be large or run the other way; tested in mouse RAW 264.7 cells; also: potency is read from the fitted curve at half-maximal effect; % is scaled to controls: 0 for no effect and ±100 for the full control effect; nearly all actives have a fitted effect of over 55% in size
B2AR arrestin: recruits beta-arrestin to the human beta2-adrenergic receptor; beta-arrestin recruitment to beta2AR, cell-based reporter; Potency, µM (top dose mostly 46.1 µM), for inactives: at the top dose activation, hits mostly activators; 0.02% of 330,000 active;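 also: potency is read from the fitted curve at half-maximal effect; 0% = DMSO controls and full agonism = EC100 isoproterenol or metaproterenol; nearly all actives have a fitted effect of over 65% in size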
Eya2 phos inh: inhibitors of human Eya2 phosphatase activity; O00167; recombinant Eya2, OMFP fluorescence dephosphorylation (OMFP is methylfluorescein phosphate); Potency, µM (titrated, usually from 76.9 µM), inactives show at the highest dose activity, negative = inhibition, hits mostly inhibitors; 0.006% of 330,000 active; AID 488837; also: potency is read from the fitted curve at half-maximal effect; % is scaled to controls: 0 for no effect and ±100 for the full control effect
Target sequence (O00167 whole entry, looked up): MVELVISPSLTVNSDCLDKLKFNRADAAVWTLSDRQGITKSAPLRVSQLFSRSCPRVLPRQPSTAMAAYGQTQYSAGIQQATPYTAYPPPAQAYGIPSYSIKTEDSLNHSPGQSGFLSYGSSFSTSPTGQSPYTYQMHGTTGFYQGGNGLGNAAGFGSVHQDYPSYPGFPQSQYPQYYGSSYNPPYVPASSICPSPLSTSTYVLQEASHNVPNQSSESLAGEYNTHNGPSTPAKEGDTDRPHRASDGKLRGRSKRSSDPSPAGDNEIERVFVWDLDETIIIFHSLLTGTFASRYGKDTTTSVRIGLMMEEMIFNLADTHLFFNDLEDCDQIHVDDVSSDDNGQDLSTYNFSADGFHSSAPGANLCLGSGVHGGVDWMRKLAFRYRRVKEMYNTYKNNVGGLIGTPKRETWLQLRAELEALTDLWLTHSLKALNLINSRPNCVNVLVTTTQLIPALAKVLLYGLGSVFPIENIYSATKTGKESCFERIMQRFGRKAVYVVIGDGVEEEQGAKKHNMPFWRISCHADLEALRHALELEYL
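Eya2 protein (added as 0.2 uM solution) was preincubated with compound for 10 min at ambient temperature in 50 mM HEPES pH 7.5, 50 mM NaCl, 5 uM MgCl2, 0.05% BSA, 1 mM DTT. OMFP (added at 50 uM) then reacted 10 min; fluorescence read at 485/525 nm.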
TRPV1 agonist: agonists of human vanilloid receptor 1 (TRPV1); Q8NER1; TRPV1-expressing cells, Fluo-8 calcium influx, agonist mode; activation, % at 8.33 µM; 0.19% of 320,000 active; AID 540275; in the data active = activation above about 80%; inconclusive = between about 30% and that limit; also: 0% is about no effect
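Cells expressing TRPV1 were dye-loaded with Fluo-8 and read kinetically: 10 s baseline, 3 min after compound (agonist portion), then 2 min after EC20 capsaicin (allosteric enhancer portion). Calcium-bound dye fluorescence at 480/520 nm.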
TSG101-PTAP inh: blocks PTAP/TSG101 interaction to inhibit HIV-1 budding | 340,000 tested, under 10 active | Fluorescence polarization, FITC-PTAP peptide / Tsg101 binding | Potency, µM (doses to about 115 µM), without a hit: top-dose activity change, negative = inhibition, actives largely listed as inhibitors | Q99816; active = well fitted inhibition curve with a large enough effect in the main read-out, with a control signal flat, not every such curve was filed as active; inconclusive = small, poorly fitted or top-dose-only effect, or effect the other way, or a change in a side signal; inactive = no such curve, though single readings can be large or run the other way; also: potency is read from the fitted curve at half-maximal effect; % of control where 0% means no effect
Target sequence (Q99816 whole entry, looked up): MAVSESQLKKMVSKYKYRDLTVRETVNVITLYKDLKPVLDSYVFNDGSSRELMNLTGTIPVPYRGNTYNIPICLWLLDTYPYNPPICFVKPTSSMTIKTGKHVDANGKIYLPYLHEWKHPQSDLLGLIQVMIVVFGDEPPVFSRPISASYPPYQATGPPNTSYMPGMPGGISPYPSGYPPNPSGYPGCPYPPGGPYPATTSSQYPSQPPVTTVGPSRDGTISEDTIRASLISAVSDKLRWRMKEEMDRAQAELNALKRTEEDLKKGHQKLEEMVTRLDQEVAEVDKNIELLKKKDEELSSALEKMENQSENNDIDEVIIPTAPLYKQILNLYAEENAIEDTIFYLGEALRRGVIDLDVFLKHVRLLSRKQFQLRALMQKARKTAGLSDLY
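Fluorescence anisotropy tracks displacement of a FITC-tagged PTAP peptide (50 nM) from the Tsg101 binding domain (10 uM), following a 20 min room-temperature incubation at pH 7.5.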
a7 integrin act: integrin-mediated muscular dystrophy alleviation activation; 0.064% of 350,000 active; alpha7betagal myoblasts, beta-gal FDG fluorescence, 48 h; Potency, µM (series often up to 38.3 µM), inactives show top-dose activation, hits mostly activators;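 also: potency is read from the fitted curve at half-maximal effect; 100% = response of the positive control SU9516; nearly all actives have a fitted effect of over 60% in size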
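alpha7betagal+/- myoblasts (passage 13, 250/well) treated 48 h at 37C with compounds at 1:260 dilution of DMSO stock. Lysed, then beta-galactosidase activity read as FDG fluorescence (ex 480/em 540) after 30 min, with pre-read for autofluorescence.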
BRCA1 expr act: increases BRCA1 expression; MCF7-BRCA1-FFLuc reporter, luminescence, 48 h; response scale: scaled: vehicle 0%, 10 µM genistein 100%; Potency, µM (series often up to 46.1 µM), for inactives: top-dose activation, usual class: activators; 1.1% of 380,000 active; also: potency is read from the fitted curve at half-maximal effect; nearly all actives have a fitted effect of over 80% in size; some results filed as inactive show a strong effect at the top dose
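MCF7-BRCA1-FFLuc, 2000 cells/well; 2 h attach, 37 °C/5% CO2; compound 48 h; luciferase substrate 15 min; luminescence end-point. Norm. to genistein 10 microM max activation and DMSO; concentration-response curves fitted.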
Active calls of the source: *; ? = inconclusive; nt = not tested or not shown; [ ] = dose if it differs, or a comment. Unless noted, calls follow the shape of the dose curve; as a rule, active = well fitted curve in the direction sought with a large enough effect; inconclusive = small, poorly fitted or top-dose-only effect, or another doubt; inactive = no such curve, though single readings can be large; an effect the other way counts as inactive or inconclusive.

SMILES	USP2a inh	S-ASM inh	ELG1 genotox	p53 reactivation	uPA surface inh	B2AR arrestin	Eya2 phos inh	TRPV1 agonist	TSG101-PTAP inh	a7 integrin act	BRCA1 expr act
O=C(NC1CCCCC1)NS(=O)(=O)c1ccc2c(c1)CCC2	nt	3%	nt	nt	4%	nt	nt	nt	-6%	11%	-2%
Cc1ccc(C(=O)COc2ccccc2N2C(=O)c3ccccc3C2=O)cc1	9%	1%	?	9%	3%	-0.1%	1%	11	-7%	-5%	56%
CC1C=CCC2C(=O)N(c3ccc(OC(=O)c4ccco4)cc3)C(=O)C12 (stereo not drawn)	0%	0%	-4%	9%	1%	-0.1%	3%	0	-3%	12%	9%
O=C1CC(=O)N(CCc2ccccc2)C(=O)N1CCc1ccccc1	3%	0%	3%	-2%	-4%	-0.9%	1%	3	-7%	-29%	-1%
CCOCCCN(C(=O)c1snc(C(N)=O)c1N)C(C(=O)NC1CCCC1)c1ccc(F)cc1 (stereo not drawn)	2%	131%[activator]	0%	3%	-5%	0.2%	-22%	11	-10%	-4%	-30%
Cc1cc(C(=O)CSc2ccccc2)cc(C)c1O	-1%	-1%	?	?	5%	0.3%	?	11	-7%	24%	?
Cn1cc(C(=O)N2CCCCCC2)c(=O)c2cc(S(=O)(=O)N3CCCCC3)ccc21	-1%	-18%	2%	2%	-3%	-0.8%	-4%	-2	-4%	-22%	-10%
O=C(CSc1nccn1-c1cccc(Cl)c1)NO	-2%	-3%	4%	-3%	-11%	0.1%	14%	1	1%	0%	-15%
Cc1cc2c(cc1C)N[C@]1(C[C@H]3CCCC(=O)N4CC[C@@H](C1)[C@@H]34)C(=NC(C)(C)CC(C)(C)C)N2	nt	-1%	nt	nt	-4%	nt	nt	nt	-1%	3%	-35%
CCOc1ccc(C(=O)OCCN(C)C)cc1	0%	0%	0%	4%	0%	0.2%	-6%	3	-1%	-2%	-1%
CCOc1ccc(NC(=O)CCC(=O)c2ccc(OC)cc2)cc1	3%	-6%	3%	15%	4%	-0.3%	15%	0	-1%	?	13%
COc1cc(S(=O)(=O)N2CCOCC2)ccc1NC(=O)COC(=O)c1ccc(Cl)nc1	1%	2%	1%	2%	-2%	0.1%	9%	nt	-2%	0%	-11%
Cc1ccc(C(=O)Nc2cccc(-c3ccc(N4CCOCC4)nn3)c2)cc1	-7%	0%	1%	27%	-9%	-0.3%	1%	-2	1%	14%	?
C/C(=N/NC(=O)OC(C)(C)C)c1ccco1	3%	1%	?	?	-2%	0.1%	8%	10	-3%	-9%	?
O=C1NC(=O)C2(COC(c3ccncc3)OC2)S1 (stereo not drawn)	-2%	0%	1%	-12%	-13%	0.3%	-7%	5	-8%	-1%	18%
CN(C)S(=O)(=O)c1ccc(C(=O)NC(=O)CSc2ccccc2)cc1	1%	-1%	-1%	1%	2%	-0.2%	-4%	3	-2%	2%	-5%
Cc1cc(COc2ccccc2)oc1C(=O)O	2%	3%	1%	nt	-5%	-0.3%	-3%	1	0%	11%	-41%
Cc1cccc(NC(=S)N2CCN(c3ccccc3F)CC2)c1C	2%	2%	-3%	9%	-5%	-0.3%	4%	15	-2%	-5%	5%
CCCOc1cccc(C2/C(=C(/O)c3ccc(F)cc3)C(=O)C(=O)N2CCN(C)C)c1 (stereo not drawn)	1%	3%	1%	-5%	4%	0.1%	-15%	-1	-2%	-25%	-26%
CCOc1ccc(-c2cccc(NC(=O)COc3ccccc3)c2)nn1	3%	0%	-1%	10%	2%	-0.9%	0%	9	-2%	-6%	10%
COc1ccc(C(=O)NC2CC2)cc1OC1CCN(C/C=C/c2ccccc2)CC1	0%	nt	-5%	15%	-3%	0.6%	10%	-2	-4%	-9%	3%
N#C/C(=C/c1ccccc1OCc1ccc(F)cc1)c1ccc(C(=O)O)cc1	0%	8%	-1%	14%	?	0.3%	6%	13	-4%	0%	2%
O=C(CCl)NC(Cc1ccccc1)C(=O)OCC(=O)c1ccc(-c2ccccc2)cc1 (stereo not drawn)	nt	0%	nt	nt	-6%	nt	nt	nt	-1%	-54%[inhibitor]	-9%
CC/C=C/C(=O)N1CC2(CC(c3cccc(NC(=O)CCCCC)c3)=NO2)C[C@H]1C(N)=O (stereo partly drawn)	0%	1%	2%	0%	11%	-0.8%	1%	-1	-4%	-5%	5%
O=C(C1CCC1)N(CCc1ccccc1)Cc1nc2ccccc2c(=O)[nH]1	-7%	-1%	2%	-1%	1%	4.3%	19%	4	-6%	-25%	4%
Cc1ccc(S(=O)(=O)N2CCC(C(=O)N3CCC[C@H]3C(=O)NCC(C)C)CC2)cc1	1%	-2%	0%	-4%	-4%	0.3%	-4%	5	0%	4%	6%
CC(C)CCn1c(NCCN(C)C)nc2c1c(=O)[nH]c(=O)n2C	0%	4%	1%	-1%	1%	-1.0%	18%	0	-2%	23%	5%
Cc1ccccc1C(=O)O/N=C(\N)c1cccc([N+](=O)[O-])c1	3%	-6%	?	2%	nt	-0.3%	-5%	17	-5%	18%[7.66 µM]	-51%
O/N=C/c1cccnc1Sc1ccccc1	2%	7%	0%	-7%	-3%	0.0%	-2%	1	-2%	-25%	0%
Clc1ccc(-c2nn3c(-c4ccccc4)nnc3s2)cc1	0%	-7%	-2%	4%	nt	0.2%	0%	-6	-5%	7%	6%
CC(=O)O[C@H]1CC[C@@]2(C)C(=CC[C@H]3[C@@H]4CC[C@H](C5(C)OCCO5)[C@@]4(C)CC[C@@H]32)C1	0%	0%	-1%	2%	15%	-3.5%	-18%	-2	-3%	-3%	0%
CN(C)CCCN(C(=O)c1cc(-c2cccs2)nc2ccccc12)c1nc2ccc(F)cc2s1	0%	-15%	-20%	-41%[inhibitor]	-18%	-0.5%	10%	2	-4%	-57%[inhibitor]	-85%[inhibitor]
Cc1csc2nc(COC(=O)c3ccc(Cl)c([N+](=O)[O-])c3)cc(=O)n12	-2%	4%	14%	20%	0%	0.5%	1%	-2	2%	-58%[inhibitor]	0%
CC(C)COP(=O)(OCC(C)C)C(O)c1ccc(F)cc1 (stereo not drawn)	4%	-1%	-1%	-14%	7%	-0.6%	-3%	7	0%	-3%	-15%
Cc1cc(C)n(C(C)CC(=O)N2CCc3ccccc32)n1 (stereo not drawn)	-6%	11%	-1%[9.26 µM]	0%	-10%	-0.3%	3%	3	0%	-2%	-11%
O=C(NC(=S)Nc1ccc(N2CCCCC2)c(Cl)c1)c1ccc2c(c1)OCCO2	0%	-3%	-13%	1%	3%	0.1%	7%	-3	13%	-35%[inhibitor]	-64%
CCC(C)(C)C1CCc2[nH]nc(C(=O)O)c2C1 (stereo not drawn)	3%	-2%	1%	5%	-2%	0.1%	6%	1	nt	22%	0%
COc1ccccc1NS(=O)(=O)c1ccc(C)c(C(=O)NCC(c2ccco2)N(C)C)c1 (stereo not drawn)	-1%	nt	4%	2%	19%	4.4%	-4%	-2	-2%	-12%	-4%
Cc1ccccc1CN1C[C@@H]2C[C@@H](c3cn(C)nc3-c3ccccc3)N3CCC[C@@]23C1=O	0%	-1%	-3%	5%	-12%	-0.8%	2%	2	1%	0%	-4%
COc1cc(NC(=O)CN2CCN(c3ccccc3F)CC2)c(C)cc1[N+](=O)[O-]	-2%	0%	1%	6%	8%	0.0%	-5%	3	-5%	18%	4%
CCNc1nc2c(c(=O)[nH]c(=O)n2C)n1Cc1ccc(F)cc1	0%	0%	23µM*	-7%	-12%	0.1%	-12%	4	-2%	-21%	-8%
O=C(NN=C(Cc1ccccc1)Cc1ccccc1)c1ccncc1	2%	2%	-8%	-5%	16%	-0.4%	5%	?	-5%	23%	-10%
COC(=O)c1ccccc1Nc1ccnc(Cl)n1	nt	4%	nt	nt	-1%	nt	nt	nt	-8%	6%	0%
O=C(Nc1cccc(NC(=O)c2ccccc2Cl)c1)c1ccc([N+](=O)[O-])o1	5%	-12%	-20%	-17%	-16%	0.4%	-9%	0	-7%	-51%[inhibitor]	-102%
CCN(c1ccccc1)S(=O)(=O)c1c(C)noc1C	1%	nt	0%	3%	-7%	-1.6%	11%	-1	-1%	22%	6%
O=[N+]([O-])c1cccc(CN2CCN(Cc3ccco3)CC2)c1	1%	-3%	0%	6%	-24%	-0.5%	7%	-1	-1%	-28%	23%
Cc1cc(C)n(CC(=O)NNC(=O)COc2ccc(Cl)cc2Cl)n1	0%	0%	0%	3%	-11%	-1.7%	0%	-1	-4%	6%	0%
